Bioassay records as filed in PubChem.
KLF5 inh: KLF5 expression inhibitors, primary screen, DLD-1 cells, luminescence; DLD-1 KLF5 promoter-luciferase reporter; inhibition, % at 5 µM; hit rate 0.23% among 290,000;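 active means inhibition above a per-plate limit of that plate's mean compound inhibition plus 3 SD, cut at about 60% in these data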;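 further: 0% = DMSO wells and 100% = LY294002 at 200 µM; higher means less KLF5 promoter-driven luciferase light; inactives centre near -14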
HSF-1 act: HSF-1 activators, primary screen, NIH3T3-HGL cells, MG132 stress, luminescence, single point; hit rate 1.7% among 300,000; activation, % at 9 µM; NIH3T3-HGL HSF-1 luciferase reporter, 8 h; 100% = twice DMSO control signal;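 active means mean replicate activation of at least 50% with a set share of replicates each reaching 50%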;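 further: 0% = median of the neutral control wells and 100% = twice that signal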
GSK3A inh: blockers of GSK3A enzyme activity – biochemical, luminescence, cell-free homogeneous, HTS, primary screen; Glycogen synthase kinase-3 alpha (Homo sapiens), P49840; GSK-3 alpha kinase, ADP-Glo luminescence, 60 min; inhibition, % at 10 µM; hit rate 0.1% among 320,000;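 in the data active means inhibition above about 50%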;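 further: GST-tagged GSK-3 alpha with peptide substrate and 25 µM ATP; 0% = DMSO neutral wells and 100% = GW8510 positive control wells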
Target sequence (P49840 whole entry, looked up): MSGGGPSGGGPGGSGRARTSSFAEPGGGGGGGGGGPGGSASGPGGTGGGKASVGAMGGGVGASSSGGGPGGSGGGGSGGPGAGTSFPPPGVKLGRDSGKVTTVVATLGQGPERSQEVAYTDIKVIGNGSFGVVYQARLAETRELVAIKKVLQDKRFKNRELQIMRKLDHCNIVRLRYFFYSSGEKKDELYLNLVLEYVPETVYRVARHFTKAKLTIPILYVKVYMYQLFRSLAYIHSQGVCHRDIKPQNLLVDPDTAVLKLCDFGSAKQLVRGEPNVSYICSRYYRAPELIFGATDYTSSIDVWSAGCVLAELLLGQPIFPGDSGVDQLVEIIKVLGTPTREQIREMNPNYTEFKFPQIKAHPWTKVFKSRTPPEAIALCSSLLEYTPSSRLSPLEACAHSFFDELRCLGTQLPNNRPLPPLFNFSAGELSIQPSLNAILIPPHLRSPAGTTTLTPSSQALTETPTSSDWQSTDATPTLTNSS
AI-2 QS modul: Vibrio harveyi AI-2 quorum sensing modulators, primary screen, JMH597 strain, luminescence/OD600 ratio. activity change, % at 7.5 µM. Vibrio harveyi JMH597 AI-2 luminescence/OD600 ratio, 9 h; hits give low values; strain lacks LuxN and CqsS sensors; 0 = neutral-control median. hit rate 0.4% among 300,000. AID 2094, 2009; in the data active means activity change below about -75%, passing the limit was not always enough;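 further: luminescence divided by OD600 gain over 9 h not by final OD600 alone; inactives centre near 13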
PolyA inhibitor: polyadenylation inhibitors in yeast reporter cells, primary screen, luminescence, S. cerevisiae. AID 1875, 2009. S. cerevisiae SKY197-pL101 polyadenylation reporter, beta-gal luminescence; efflux-impaired pdr1/pdr3 knockout yeast; score 100 = 6 SD above DMSO. hit rate 0.02% among 300,000. calls only at 12 µM;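 active means lowest replicate activity score at least 50, where 100 means six control SD above control mean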;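 further: yeast exposed to compound for 9 h at 30 °C; higher score means more reporter readthrough which indicates perturbed polyadenylation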
aSyn 5UTR inh: MLPCN primary screen, SNCA 5' untranslated region; AID 1813, 2009; inhibition, % (tested at 7.5 µM); alpha-synuclein 5'UTR reporter, inhibitor activity; hit rate 0.82% among 300,000; in the data active means inhibition above about 60%;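 further: H4 neuroglioblastoma cells stably carrying SNCA 5'UTR luciferase fusion; 0% = DMSO wells and 100% = positive control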
IEC-6 cytotox: cytotoxicity in IEC-6 intestinal epithelial cells, primary screen, cytotoxicity control for KLF5 inhibitor project, cell-based, luminescence | IEC-6 cytotoxicity, luminescence viability | inhibition, % at 5 µM | hit rate 0.78% among 290,000; in the data active means inhibition above about 22%;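 further: 0% = plate median of test compound wells and 100% = cytotoxic reference compound wells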
HSF1 inh: HSF1 inhibitors in luciferase reporter cells, primary screen, cell-based, NIH3T3, luminescence | NIH3T3-HGL HSE-luciferase, MG132-induced, luminescence 8 h; hits give low values | activity change, negative = inhibition, % at 7.5 µM (by protocol) | hit rate 0.77% among 300,000;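 active means more than half of replicate wells show activity change below -50%, luminescence cut by over half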;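 further: luciferase reports HSF-1 transcriptional activity via heat shock element; 0% = median of DMSO wells and -100% = zero luminescence signal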
HSP90 inh: HSP90 inhibitors, primary screen, cell lysate, luminescence; Rabbit reticulocyte lysate, luciferase refolding luminescence, 3 h; inhibition, % at 5.6 µM; hit rate 0.91% among 290,000; AID 1789, 2009;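 active means inhibition above the screen-wide mean plus 3 SD, computed separately per campaign, cut at about 16% in these data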;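 further: 0% = DMSO wells and 100% = 60 µM geldanamycin wells; inhibitors lower the luminescence because luciferase stays unfolded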
GSK3beta inhib: human GSK3beta kinase inhibitors, primary screen, biochemical, cell-free homogeneous, HTS; Glycogen synthase kinase-3 beta (Homo sapiens), P49841; GST-GSK3beta kinase, ADP-Glo luminescence, 60 min; hits give low values; activity score (negative = inhibition), % at 10 µM; hit rate 0.038% among 300,000; AID 2097, 2009;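 active means more than half of replicate wells score below -50%, meaning over 50% inhibition versus plate controls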;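 further: 0% = median DMSO wells and -100% = median GW8510 positive control wells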
Target sequence (P49841 whole entry, looked up): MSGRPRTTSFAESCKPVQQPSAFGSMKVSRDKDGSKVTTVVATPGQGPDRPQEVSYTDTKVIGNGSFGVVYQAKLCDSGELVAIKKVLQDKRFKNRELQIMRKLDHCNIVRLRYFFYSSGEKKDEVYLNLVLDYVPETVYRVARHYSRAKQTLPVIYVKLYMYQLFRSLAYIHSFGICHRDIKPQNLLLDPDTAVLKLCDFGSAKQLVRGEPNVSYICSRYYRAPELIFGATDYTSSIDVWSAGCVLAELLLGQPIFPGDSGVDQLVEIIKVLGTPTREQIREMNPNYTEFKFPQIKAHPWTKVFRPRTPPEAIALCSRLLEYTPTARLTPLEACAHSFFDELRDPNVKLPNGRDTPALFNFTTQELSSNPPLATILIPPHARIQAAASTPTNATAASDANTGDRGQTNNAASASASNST
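Assay system: GST-tagged human GSK3beta kinase, cell-free; Input: 1.6 ng GSK3beta; Medium: Tris/MgCl2 kinase buffer; Timing: 60 min enzyme reaction, room temperature; Signal: ADP-Glo luminescence quantifying ADP generated by kinase; Evaluation: score relative to plate controls; Benchmarks: DMSO neutral wells and GW8510 at 20 µM as positive.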
* marks the source's active call; other numbers are inactive results; i = inactive; x = not tested or not shown. These rows are one share of the data. The share of hits here may be higher or lower than overall.

Values run as follows: KLF5 inh	HSF-1 act	GSK3A inh	AI-2 QS modul	PolyA inhibitor	aSyn 5UTR inh	IEC-6 cytotox	HSF1 inh	HSP90 inh	GSK3beta inhib
O=C(OC(C(=O)NC1CCCCC1)c1ccccn1)c1cccs1 (stereo unspecified)
    -0.4	-15.7	0.3	8.3	i	17.3	-1.2	-0.6	2.5	-1.6
CC(CCc1ccccc1)NC(=O)CCC(=O)N1CCC(C(N)=O)CC1 (stereo unspecified)
    -25.6	3.9	-2.3	3.5	i	8.4	-1.5	2.8	5.5	-2.0
CC(C)c1cc(Br)ccc1OCCN1C(=O)NC(C)(C)C1=O
    -28.2	-20.5	0.8	8.8	i	10.8	3.7	-7.9	2.5	1.3
O=C(N/N=C/c1ccc([N+](=O)[O-])o1)c1cn(-c2ccccc2)nc1-c1ccc(Cl)cc1
    -28.8	-3.2	-1.2	13.4	i	-42.0	-1.1	0.6	2.2	2.2
CCC(=O)Nc1ccc(-c2ccc(N3CCCCC3)nn2)cc1
    -167.5	2.9	0.4	38.0	i	-131.7	-0.1	-4.5	-5.7	1.7
O=C(CCNS(=O)(=O)/C=C/c1ccccc1)NCCc1c[nH]c2ccccc12
    6.6	0.2	-0.8	44.7	i	7.3	-1.2	-0.6	-1.3	-1.1
Cn1nc(-c2ccc(OCC(=O)NCC3CCCO3)cc2)c2ccccc2c1=O (stereo unspecified)
    -47.2	-10.0	0.3	13.9	i	10.5	6.8	-10.0	3.9	2.7
CC(=O)c1ccc(-c2ccc(C(=O)N(C)c3c(N)n(Cc4ccccc4)c(=O)[nH]c3=O)o2)cc1
    x	-27.3	0.8	11.8	i	2.9	x	-9.1	x	0.9
O=C(Nc1ccccc1Cc1ccccc1)c1ccncc1
    -19.3	2.0	5.9	4.1	i	-6.5	6.7	11.3	0.7	-2.6
Cc1ccc(S(=O)(=O)N/N=C\c2ccccc2OCc2ccccc2)cc1
    -42.5	2.4	-4.4	14.4	i	-19.0	3.1	-0.4	0.9	-2.7
Cc1c(S(=O)(=O)N2CCCCC2)c(=O)n(C)c(=O)n1C
    x	4.5	-1.3	25.3	i	4.9	x	-3.7	x	0.2
CC(=O)c1ccc(NC(=O)c2ccc(C)c(Br)c2)cc1
    -154.6	56.0*	-2.7	10.5	i	-125.5	4.5	32.3	-0.6	-3.3
CCCCC(=O)Nc1ccc(NC(=O)c2cc(OC)c(OC)c(OC)c2)cn1
    0.9	0.3	0.7	-3.1	i	-10.9	6.1	-4.3	-2.1	-0.2
CC(C)Oc1cccc(C(=O)C2CCCN(Cc3cccn3-c3cccnc3)C2)c1 (stereo unspecified)
    -5.4	-3.3	x	8.3	i	47.7	-0.2	-1.5	-0.7	2.5
Cc1ccc(C2(CC(=O)N3CCCC3)CCOC(C(C)C)C2)cc1 (stereo unspecified)
    -40.0	8.9	-0.2	-17.9	i	0.6	-5.2	-4.7	1.8	-2.3
COc1ccc(C(=O)Nc2ccccc2C(=O)N/N=C/c2ccncc2)cc1OC
    39.3	24.1	3.7	x	i	-32.2	8.9	8.4	28.9*	-2.4
O=C(NNC(=O)c1ccc2ncccc2c1)c1ccc(Cl)cc1
    -21.1	-8.5	0.5	x	i	24.1	1.5	-7.0	5.2	x
Cc1ccc(NC(=O)NCc2cccnc2)cc1C
    -30.2	-7.5	-2.5	9.2	i	-4.9	3.6	5.6	-2.9	1.9
Fc1cccc(CSc2ccc3nnc(-c4ccccn4)n3n2)c1
    -30.6	2.0	1.3	6.7	i	8.3	-1.3	-3.2	1.3	1.0
O=C(CCc1nnc2ccc(N3CCOCC3)nn12)Nc1ccc(F)cc1F
    0.7	-12.2	-0.1	0.4	i	17.2	5.2	-5.2	2.6	-2.6
O=C(Nc1ccccc1Br)C1CCC(=O)N1Cc1ccccc1Cl (stereo unspecified)
    3.0	4.4	5.5	23.6	i	2.1	-3.9	-5.1	0.9	2.4
CCOC(=O)C1=C(c2ccccc2)O/C(=C(/C#N)C(F)(F)F)S1
    3.6	36.2	-0.1	6.7	i	-63.5	-4.1	19.9	0.9	2.4
O=C(NC1CC2CCCC(C1)N2Cc1cccs1)N1CCOCC1 (stereo unspecified)
    -12.2	2.4	-1.9	5.0	i	-21.0	-4.9	-6.5	-1.9	3.3
COc1ccccc1C(=O)N/C(=C/c1cccc([N+](=O)[O-])c1)C(=O)Nc1cccc(C(=O)O)c1
    -5.8	5.2	0.7	-3.6	i	-3.8	1.5	-6.5	2.5	2.2
COc1cc(SC)ccc1C(=O)Nc1cc(C)c(OCC(=O)N2CCOCC2)c(C)c1
    -73.5	31.6	0.9	29.7	i	-58.3	-1.9	0.5	1.1	1.2
Nc1ccc(S(=O)(=O)Nc2nc(-c3ccccc3)cc(-c3ccccc3)n2)cc1
    -28.9	-4.5	-0.2	-2.3	i	1.7	-10.6	-1.2	-1.6	0.6
O=C(/C=C/c1ccco1)c1cccnc1
    -23.2	0.1	-0.3	15.8	i	3.7	-5.9	-7.2	1.2	-0.2
CCOC(=O)c1sc2ccccc2c1OC(=O)c1ccc(C)cc1
    -3.0	-27.9	x	9.4	i	10.2	-1.4	-6.9	1.2	0.3
Cc1ccc(C(=O)COC(=O)CNC(=O)COc2ccccc2C)cc1C
    -0.3	3.1	-3.2	15.6	i	5.6	4.6	0.5	1.5	0.5
COc1cccc(NC(=O)CN(C)C(=O)CN2C(=O)NC(C)(c3ccc4ccccc4c3)C2=O)c1 (stereo unspecified)
    x	34.0	-3.1	-2.3	i	-0.4	x	15.4	x	2.1

(list continues)
Values run as follows: KLF5 inh	HSF-1 act	GSK3A inh	AI-2 QS modul	PolyA inhibitor	aSyn 5UTR inh	IEC-6 cytotox	HSF1 inh	HSP90 inh	GSK3beta inhib
Cc1ccc(S(=O)(=O)NCC2CCCO2)cc1 (stereo unspecified)
    -17.6	3.5	-1.9	19.0	i	-5.0	-1.9	4.7	-1.1	2.4
NS(=O)(=O)OCCCc1ccc(C(F)(F)F)cc1
    -24.8	-7.6	0.2	19.1	x	16.8	0.1	-7.8	-0.8	-2.3
Cc1nc(SCC(=O)Nc2c(C)n(C)n(-c3ccccc3)c2=O)nc(C)c1C
    -27.5	-4.8	-1.9	15.4	i	11.6	-2.6	-5.0	-0.8	6.0
O=c1c2ccccc2nc(SCc2cc(F)cc3c2OCOC3)n1Cc1ccco1
    0.0	25.5	0.9	14.2	i	21.6	-6.7	3.7	-4.2	-0.2
Cc1ccc2c(c1)N(CCC(=O)NCC1CCCO1)C(=O)CO2 (stereo unspecified)
    -16.8	4.9	-1.6	15.5	i	-9.4	-2.4	-2.1	-1.3	0.6
COc1ccccc1N=NC1=C(O)CC(C)(C)CC1=O
    0.9	16.7	-0.9	23.7	i	-9.0	-4.6	6.3	-2.3	-23.5
CCOC(=O)c1cc(-c2ccccc2)n(CC(=O)Nc2ccc(OC)cc2)c1C
    -36.8	20.6	-0.6	8.5	i	15.4	1.5	0.9	0.6	0.2
CCc1cccc(NC(=O)CSCc2cc(=O)[nH][nH]2)c1
    -19.4	6.2	1.2	4.4	i	-6.1	4.5	7.3	4.8	0.4
Cc1ccc(OCCNC(=O)CCc2ccccc2)cc1C
    x	1.3	-3.7	42.2	i	2.1	x	-1.7	x	-0.3
COc1ccc([C@@H]2[C@@H]3C(=O)N(C(C)(C)C)C(=O)[C@@H]3[C@]3(Cc4ccc(Cl)cc4)C(=O)N(c4ccc(C)cc4)C(=O)N23)cc1
    x	8.6	x	32.7	i	-0.9	x	7.9	x	0.4
CS(=O)(=O)N(CC(=O)N1CCc2ccccc2C1)c1ccc(Br)cc1
    x	-4.1	-0.8	10.5	i	-34.8	x	7.4	x	0.3
COC(=O)c1ccccc1NC1CC(=O)N(c2c(C)cccc2C)C1=O (stereo unspecified)
    -10.3	-4.9	-1.2	11.8	i	-13.0	-1.5	2.9	-1.3	0.4
CCCOc1ccc(S(=O)(=O)N2CCN(C)CC2)c2ccccc12
    -5.0	24.0	1.3	-9.0	i	-3.3	1.4	9.2	-3.5	-1.8
COC(=O)CSc1ncc(S(=O)(=O)c2ccccc2)c(=O)[nH]1
    -21.5	-2.8	-2.8	8.3	i	5.7	-3.4	3.2	-1.6	2.1
COc1ccc(C(=O)OCCc2ccc(O)cc2)cc1
    -117.5	43.0	-0.2	-15.1	i	-179.0	-1.6	18.6	-0.5	0.9
O=C(N/C(=C/c1ccc([N+](=O)[O-])cc1)C(=O)N1CCCC1)c1ccccc1
    -8.9	-0.2	-4.4	6.6	i	-2.6	-0.4	-1.1	0.8	-0.1
C=C(C)CN(CC)c1nc(N)c2c(N)nc3c(c2c1C#N)CC(=O)N3C12CC3CC(CC(C3)C1)C2
    -15.7	54.7*	1.3	13.4	i	-1.0	0.7	17.5	2.5	1.1
COc1ccc(C(CNC(=O)C(CCSC)NC(=O)c2ccccc2OC)N2CCCCC2)cc1 (stereo unspecified)
    -2.6	8.9	1.2	19.1	i	10.2	1.6	0.7	1.5	3.6
Cc1ccc(NC(=O)c2cn(CCC#N)nc2-c2cccs2)c([N+](=O)[O-])c1
    24.9	-1.2	1.5	23.7	i	13.5	0.3	-7.3	4.0	-3.2
CC1=CCC(C(=O)O)(C(=O)N/N=C/c2cccnc2)C(c2ccccc2)C1 (stereo unspecified)
    -3.5	0.4	0.1	17.7	i	17.6	0.3	1.6	2.5	4.2
Cc1ccccc1Oc1nc(-c2ccccn2)nc2ccccc12
    -61.8	23.0	-2.4	21.9	i	-44.5	2.6	12.4	-0.5	3.0
CCOC(=O)C1(Cc2cccc(Cl)c2)CCCN(C2CCN(C(C)=O)CC2)C1 (stereo unspecified)
    -12.8	27.4	-1.9	11.4	i	-6.9	8.5	10.7	-2.1	3.0
CCCc1cc(=O)n2[nH]c(-c3ccco3)nc2n1
    -6.8	-6.5	1.0	19.2	i	11.9	-6.3	-7.0	2.8	1.0
Cc1[nH]c2c(ccc3ccccc32)c1C1C(CCN)C1(C)C (stereo unspecified)
    -3.2	4.0	-1.3	13.8	i	-19.1	10.2	-2.6	2.9	2.5
CCC(=O)Nc1cc(-c2nn3c(C)nnc3s2)ccc1C
    -6.6	11.7	1.7	20.5	i	9.6	-0.6	-0.9	-1.9	-1.2
